# Source: PubChem BioAssay (National Center for Advancing Translational Sciences (NCATS))
# USP1-UAF1 inh – USP1/UAF1 (human) deubiquitinase inhibition; O94782; recombinant USP1/UAF1, Ub-Rhodamine cleavage fluorescence; Potency, µM (series often up to 57.1 µM), for the others: top-dose activity change, negative = inhibition, actives largely listed as inhibitors; actives 0.23% (n = 390,000); AID 743255; note: potency is the fitted concentration of half-maximal effect; % is set by controls: 0 for no effect and ±100 for the full control effect; nearly all actives have a fitted effect of over 60% in size; inactives centre near -12
#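 1 nM enzyme complex + cpd, 15 min RT; start with Ub-Rho 150nM final; kinetic fluorescence ex 480/em 540, 6 reads q60 s. Buffer 50mM HEPES pH 7.8, 0.5mM EDTA, 0.1 mg/ml BSA, 1mM TCEP, 0.01% Tween-20.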
# Vif-A3F inh – Vif-A3F binding inhibition | HeLa A3F-eYFP + Vif (tagged APOBEC3F with the HIV-1 protein that degrades it), YFP fluorescence increase | Potency, µM (top dose mostly 46.1 µM), for the others: top-dose activity, negative = active | actives 0.2% (n = 390,000) | AID 602313; note: potency is the fitted concentration of half-maximal effect; % of control where 0% means no effect; nearly all actives have a fitted effect of over 65% in size
#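 Fluorescence increase (Ex 488/Em 500-530) after overnight compound treatment at 37 deg C flags inhibition of Vif-driven A3F-eYFP loss in stable HeLa A3F-eYFP/Vif cells seeded overnight beforehand.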
# TrxR1 substrate – is turned over as a substrate by rat TrxR1; O89049; purified TrxR1 substrate turnover, NADPH consumption readout; Potency, µM (series often up to 114 µM), inactives show top-dose activity change, negative = substrate turnover; actives 0.01% (n = 390,000); note: potency is the fitted concentration of half-maximal effect; % is set by controls: 0 for no effect and ±100 for the full control effect; nearly all actives have a fitted effect of over 50% in size
#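 Rat TrxR1, dispensed at 90 nM, was prereduced with 400 uM NADPH (final) for 5 min at ~22 deg C, then incubated with compound 15 min before 400 uM selenite. A first-read NADPH fluorescence drop versus no-compound background flagged substrates.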
# Vif-APOBEC3G blk – Vif-A3G binding inhibition; Q9HC16; HeLa A3G-eYFP + Vif (tagged APOBEC3G with the HIV-1 protein that degrades it), YFP fluorescence, overnight; Potency, µM (highest dose often 46.1 µM), for the others: at the highest dose activity, negative = active, usual class: inhibitors; actives 0.076% (n = 410,000); AID 602310;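 note: potency is the fitted concentration of half-maximal effect; % is set by controls: 0 for no effect and ±100 for the full control effect; nearly all actives have a fitted effect of over 60% in size; hits raise eYFP signal because A3G escapes Vif-driven loss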
#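 Read-out is eYFP fluorescence (Ex 488/Em 500-530) from Vif-expressing HeLa A3G-eYFP cells; more signal means A3G escaped Vif-mediated degradation. Cells plated overnight, compound pinned in, incubated overnight at 37 deg C.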
# GRP78 ERSR act – inducers of ER stress response in human glioma cells. U87-MG GRP78 promoter luciferase reporter, 16 h. Potency, µM, for the others: at the top dose activation, actives largely listed as activators. actives 0.02% (n = 420,000). AID 602332; note: potency is the fitted concentration of half-maximal effect; series mostly up to about 76 µM; % of control where 0% means no effect; nearly all actives have a fitted effect of over 35% in size
#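 ERSR induction read as luciferase luminescence (Bright-Glo, 10 min at room temperature) in stably transfected human U87-MG glioma cells exposed to compounds for 16 h, using GRP78 as sensor.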
# IDH1 R132H inh – human IDH1 R132H inhibition | Potency, µM (highest dose often 76.6 µM), for the others: at the top dose activity change, negative = inhibition, most hits filed as inhibitors | O75874 | AID 602179 | IDH1-R132H enzyme, NADPH consumption, diaphorase/resazurin fluorescence | actives 0.093% (n = 390,000); note: potency is the fitted concentration of half-maximal effect; % is set by controls: 0 for no effect and ±100 for the full control effect; nearly all actives have a fitted effect of over 65% in size
# Target sequence (O75874 whole entry R132H, stated change not applied): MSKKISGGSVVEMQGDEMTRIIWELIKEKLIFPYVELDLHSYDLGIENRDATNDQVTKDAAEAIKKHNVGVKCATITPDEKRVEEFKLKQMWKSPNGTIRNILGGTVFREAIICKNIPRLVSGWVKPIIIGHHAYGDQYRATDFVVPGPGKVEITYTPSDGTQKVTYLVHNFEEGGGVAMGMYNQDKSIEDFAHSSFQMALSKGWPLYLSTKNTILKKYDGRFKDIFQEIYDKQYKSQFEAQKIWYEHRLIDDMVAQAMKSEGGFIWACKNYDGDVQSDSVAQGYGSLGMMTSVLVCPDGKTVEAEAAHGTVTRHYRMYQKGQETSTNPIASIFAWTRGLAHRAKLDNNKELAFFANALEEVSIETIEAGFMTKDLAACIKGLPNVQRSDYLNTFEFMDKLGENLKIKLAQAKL
#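 IDH1-R132H (0.5 ug/mL dispensed) in pH 7.5 Tris buffer was preincubated 30 min with compound, then given a substrate mix of 0.016 mM NADPH and 2 mM alpha-KG for 80 min at room temperature; remaining NADPH was read by diaphorase/resazurin fluorescence.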
# RXFP1 ag – RXFP1 (human) receptor agonism; Q9HBX9; HEK293T-RXFP1 cAMP TR-FRET, 30 min; response scale: percent of porcine relaxin response, buffer zero; Potency, µM (titrated, usually from 57.5 µM), for inactives: top-dose activation, actives largely listed as activators; actives 0.3% (n = 370,000); AID 2676; note: potency is the fitted concentration of half-maximal effect; % is set by controls: 0 for no effect and ±100 for the full control effect; nearly all actives have a fitted effect of over 60% in size; many of its hits are not listed in these tables
#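 Agonist response is measured as cAMP accumulation in an RXFP1-transfected HEK293T line under PDE4 inhibition. Values are scaled between buffer-only and 29 nM porcine relaxin, and EC50s come from standard Hill equation fits.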
# PI4K2A inh – blocks human PI4K2A kinase activity; Q9BTU6; purified PI4K2A, ADP-Glo luminescence, 1 h; stronger effect = lower value; activity change, negative = inhibition, % at 76.9 µM; actives 0.13% (n = 420,000); in the data active = activity change below about -50%; inconclusive = mostly about -30% to -49%;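 note: -100% = wells without enzyme as full effect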
# Target sequence (Q9BTU6 whole entry, looked up): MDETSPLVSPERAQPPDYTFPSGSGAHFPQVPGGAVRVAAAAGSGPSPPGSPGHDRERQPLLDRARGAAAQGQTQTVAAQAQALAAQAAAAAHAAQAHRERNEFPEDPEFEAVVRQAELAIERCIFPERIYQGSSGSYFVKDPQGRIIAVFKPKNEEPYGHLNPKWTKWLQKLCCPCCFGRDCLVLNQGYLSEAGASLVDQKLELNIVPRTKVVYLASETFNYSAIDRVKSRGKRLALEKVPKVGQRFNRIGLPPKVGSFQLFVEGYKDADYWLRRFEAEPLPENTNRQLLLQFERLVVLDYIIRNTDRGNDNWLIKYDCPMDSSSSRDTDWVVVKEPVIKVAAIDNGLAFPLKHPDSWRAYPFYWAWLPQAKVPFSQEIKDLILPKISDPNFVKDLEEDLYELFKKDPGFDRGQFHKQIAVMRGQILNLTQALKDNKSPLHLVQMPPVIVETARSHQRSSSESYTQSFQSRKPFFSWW
#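 PI4K2A activity was measured by ADP-Glo luminescence: enzyme (4 ug/mL stock) and phosphatidylinositol (1.2 mM stock) in Tris pH 7.5/MgCl2/EGTA/Triton X-100 buffer were reacted with ATP (300 microM stock) for one hour at ambient temperature.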
# LDHA block – LDHA (human) enzyme inhibition. activity change, % (values are at about 110 or 230 µM). actives 0.15% (n = 480,000). AID 1347041. P00338. purified LDHA, NADH/diaphorase-resazurin fluorescence; stronger effect = lower value; in the data active = activity change below about -30%; inconclusive = mostly about -25% to -30%;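 note: plate controls were DMSO wells for no effect and wells without enzyme for full effect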
#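 Remaining NADH was detected by diaphorase (0.133 mg/mL) converting 37 µM resazurin to fluorescent resorufin, read at 0 and 20 minutes. The preceding 5-minute room-temperature reaction used 2 nM LDHA, 0.2 mM sodium pyruvate and 0.06 mM NADH at pH 7.4.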
# The depositor's hits bear a star; ? = inconclusive; nt = not tested or not shown; & = joins results of further samples; [ ] = remark or other dose. Unless noted, calls come from the whole dose curve; as a rule, active = well fitted curve in the direction sought with a large enough effect; inconclusive = small, poorly fitted or top-dose-only effect, or another doubt; inactive = no such curve, though single readings can be large; an effect the other way counts as inactive or inconclusive. Only part of the results is shown. The share of hits here may be higher or lower than overall.
# Every second line gives: USP1-UAF1 inh, Vif-A3F inh, TrxR1 substrate, Vif-APOBEC3G blk, GRP78 ERSR act, IDH1 R132H inh, RXFP1 ag, PI4K2A inh, LDHA block
> O=C(COc1ccc(Cl)cc1)N1CCN(c2cccc(C(F)(F)F)c2)CC1
→ -23.3%, -6.5%, -11.7%[57.1 µM], 0.7%, -8.5%, 3.6%, 0.0%, -4.0, 3.9
> O=C1NC(=O)/C(=C/c2ccco2)N1
→ nt, 2.9%, -20.2%, 0.0%, -1.7%, nt, 1.0%, -0.4, 0.4&-4.9
> CCN(C(=O)COC(=O)CSc1ccc([N+](=O)[O-])cc1)C1CCS(=O)(=O)C1 (configuration not stated)
→ -11.5%, -12.9%, -14.4%, 1.1%, -4.2%, -1.8%, -2.9%, -2.1, 0.7
> Cc1ccc(NC(=O)CC2S/C(=N/N=C/c3ccco3)NC2=O)cc1Cl (configuration not stated)
→ -16.3%, 0.2%, 2.9%[57.1 µM], 7.6%, -2.7%, 6.8%, -1.4%, -13.2, -7.9
> CSc1ccc(/C=C/C(=O)NC23CC4CC(CC(C4)C2)C3)cc1
→ -4.7%, -9.9%, 14.2%[57.1 µM], -4.7%, 2.4%, 3.6%, 0.6%, -0.5, -4.3
> CC(=O)c1ccc(NC(=O)/C(=C\c2ccc(F)cc2)NC(=O)c2ccco2)cc1
→ -17.1%, 5.3%, -11.3%, -1.8%, -5.0%, 3.9%, -0.8%, 0.8, -1.4
> COCCNc1nc(N)c([N+](=O)[O-])c(Nc2ccc(F)cc2)n1
→ -13.9%, -2.4%, 5.9%[57.1 µM], -1.2%, -2.8%, 7.3%, 2.3%, 5.4, 1.0
> CCCCNC(=O)CCn1nc(-c2ccccc2)c2ccccc2c1=O
→ -14.1%, -0.1%, -7.2%[57.1 µM], -0.3%, -0.7%, -10.7%, 0.8%, -2.0, 4.4
> N#C/C=C1\Sc2ccccc2C(=O)N1CC(=O)N1CCN(S(=O)(=O)c2ccccc2)CC1
→ -20.4%, 2.8%, 13.2%[57.1 µM], -6.8%, 4.1%, -1.3%, 1.7%, -1.5, -2.0
> CN(C(=O)COc1ccc(-c2nnco2)cc1)C1CCS(=O)(=O)C1 (configuration not stated)
→ 1.2%, -5.2%, -0.7%, -0.1%, 1.7%, -0.6%, -0.4%, 2.3, -7.1
> O=C(Cc1cccc(NC(=O)C2CCCN(C(=O)CCc3ccccc3)C2)c1)Nc1ccc(C(=O)N2CCCCC2)cc1 (configuration not stated)
→ -34.2%, 4.3%, -0.5%, 0.5%, -2.5%, 1.0%, nt, -13.6, -0.1
> COC(=O)c1ccc(Cn2cnc3c(cnn3-c3ccc(Cl)cc3)c2=O)o1
→ -17.2%, ?, 10.2%, 0.0%, 1.3%, 3.4%, 1.6%, -0.2, -6.0
> Cc1cccc(-c2nc(C)c(CCNC(=O)C(=O)Nc3c(C)cc(C)cc3C)s2)c1
→ -33.8%, -5.1%, 7.1%[57.1 µM], -2.7%, -1.2%, -4.8%, 9.7%, 11.5, -5.2
> COCCCNC(=O)Cn1nc(N2CCN(c3ccccc3)CC2)ccc1=O
→ ?, 1.4%, -2.9%[57.1 µM], 2.9%, -4.9%, -0.3%, -1.8%, 1.3, -0.3
> Cc1ccc(S(=O)(=O)N2CC=C(C(=O)NCCC(C)C)CC2)cc1
→ -18.3%, 1.4%, 5.1%, 4.9%, -7.2%, 6.4%, 7.1%, -0.6, -8.3
> Cc1cc(Br)ccc1NC(=O)CSCc1c(C)noc1C
→ -11.0%, -0.7%, -0.8%, 0.8%, -4.7%, -7.5%, nt, -3.6, -9.8
> COC(=O)c1ccccc1NC(=O)c1cc(=O)c2ccc(C)c(C)c2o1
→ -13.3%, 2.8%, 5.1%, 1.4%, 0.1%, -0.3%, 1.5%, -4.3, -4.7
> CN(C)CCN(C(=O)c1ccc(S(=O)(=O)N(C)c2ccccc2)cc1)c1nc2ccc(Cl)cc2s1
→ -11.4%, -8.4%, 1.4%, 2.3%, 4.2%, -7.3%, -2.6%, -3.8, -0.7
> COc1ccc(Cn2nnnc2C(c2ccccc2)N2CCN(c3ccccc3)CC2)cc1 (configuration not stated)
→ nt, nt, 7.7%, -2.8%, -2.7%, nt, nt, nt, 2.6
> Nc1nc(-c2ccc(Cl)cc2)nn1C(=O)c1cccnc1
→ 3.1%, 3.4%, 6.8%, 0.1%, 1.8%, 7.6%, 1.1%, 2.4, -6.8
> Cc1ccc(NC(=O)COC(=O)CNC(=O)c2ccc(Cl)cc2Cl)cc1S(=O)(=O)N1CCOCC1
→ -19.3%, 0.5%, 1.5%[57.1 µM], -4.4%, -0.8%, -5.6%, 1.5%, -0.6, -2.5
> COc1ccc(C(=O)OCC(=O)Nc2sccc2C(N)=O)cc1OC
→ -20.7%, -16.5%, 1.1%, -8.3%, -2.7%, -8.7%, ?, 5.5, -2.2
> CCOc1ccccc1NC(=S)NCc1ccccc1
→ -23.0%, -0.1%, -0.4%, -3.8%, 0.2%, 0.0%, -0.1%, -5.5, -1.1
> COc1ccc(CNC[C@H]2O[C@@H](n3ccc(=O)[nH]c3=O)[C@H](O)[C@@H]2O)cc1
→ nt, nt, nt, 1.0%, -5.0%, nt, nt, 1.9, -8.2
> COc1ccc(C2=NN(C(=O)CCC(=O)O)C(c3cccs3)C2)cc1OC (configuration not stated)
→ -5.8%, 1.7%, 34.2%[activator][57.1 µM], 0.1%, -3.0%, 1.6%, -0.1%, 2.5, -13.0
> O=C(COc1ccc(Cl)cc1)NCCCNC(=O)c1cnccn1
→ -13.3%, 4.7%, 6.7%, 4.1%, -7.0%, 3.7%, 6.0%, 5.8, 2.4
> CCCCC(=O)NC(c1cccs1)c1cc(Cl)c2cccnc2c1O (configuration not stated)
→ -5.8%, -1.5%, -7.2%, 0.3%, -4.0%, 13.0%, -0.9%, 6.2, 3.2
> COc1ccccc1NC(=O)CN1CCN(CC(=O)Nc2ccc(Cl)c(C(F)(F)F)c2)CC1
→ -20.7%, 0.8%, 4.1%[57.1 µM], -21.8%, -4.8%, 1.8%, -1.7%, 11.3, 6.8
> O=C(NCc1cn2ccsc2n1)Nc1ccc(Cl)cc1
→ -9.1%, -10.3%, 12.2%, -2.4%, -0.6%, -7.6%, 0.2%, -0.3, -9.2
> O=C(Nc1ccc2ccccc2c1)/C(=C/c1cccc(Br)c1)NC(=O)c1ccco1
→ -13.3%, 0.9%, 6.5%[57.1 µM], -1.6%, -2.0%, 0.9%, 4.9%, -0.5, -3.3
> CCOC(=O)C1=C(C)NC(=S)NC1c1ccc(OC(=O)c2ccco2)cc1 (configuration not stated)
→ -16.1%, 0.4%, -4.6%, 0.7%, 0.6%, 3.0%, 0.6%, 4.5, -3.4
> CCOC(=O)C(=O)Nc1nc(-c2ccc3c(c2)CCN3C(=O)C2CC2)c(C)s1
→ -17.1%, 0.5%, -2.7%, -4.7%, ?, 3.4%, 0.0%, -7.5, 2.5
> CCCc1cc(C(=O)Nc2nnc(C)s2)cs1
→ -14.4%, -7.1%, 11.0%, 1.4%, 5.6%, 0.6%, 0.8%, -1.5, -3.5
> CN(Cc1cn(-c2ccccc2)nc1-c1ccc(Cl)cc1)C(=O)CCC(=O)O
→ -6.1%, -7.9%, 11.8%, -0.8%, 2.7%, 5.4%, 2.7%, 1.6, -11.6
> O=C([C@H](Cc1ccccc1)NS(=O)(=O)c1ccc(Cl)cc1)N1CC[C@@]2(O)CCCC[C@H]2C1
→ -9.1%, 0.1%, 12.2%[57.1 µM], 0.2%, -0.7%, 10.0%, 0.6%, 2.2, -3.9
> C[C@H](CO)N1C[C@H](C)[C@H](CN(C)S(C)(=O)=O)OCc2cnnn2CCCC1=O
→ -17.5%, -5.5%, nt, 0.5%, -2.9%, -5.7%, nt, -1.9, -2.1
> c1ccc2sc(NC3=NCN(CC4CCCO4)CN3)nc2c1 (configuration not stated)
→ ?, 2.3%, 2.7%[57.1 µM], 9.4%, 10.6%, -6.2%, 0.3%, 4.0, -7.9
> CCC1S/C(=C(\C#N)C(=O)NCc2ccco2)N(c2ccc(Br)cc2)C1=O (configuration not stated)
→ -26.7%, 1.5%, -6.1%, -5.4%, 1.7%, 13.3%, 2.3%, -2.1, -1.7
> CCc1cc2c(-c3ccccc3)cc(=O)oc2c(CN2CCOCC2)c1O
→ -7.2%, 8.4%, 2.5%, -0.7%, -0.4%, -3.4%, 5.0%, 1.9, -2.0
> Cc1cn([C@H]2C[C@H](O)[C@@H](/C=C/C(=O)NCCc3ccc(S(N)(=O)=O)cc3)O2)c(=O)[nH]c1=O
→ nt, nt, nt, -1.4%, -2.5%, nt, nt, 1.8, -9.0
> COc1ccc(C2OCC3(CO2)SC(=O)NC3=O)cc1OC (configuration not stated)
→ -17.9%, -2.3%, 4.4%, 6.2%, -3.5%, -12.5%, 2.5%, -2.2, -3.8
> O=C(CCCCn1c(=O)[nH]c2ccccc2c1=O)N1CCN(c2ncccn2)CC1
→ -13.7%, -5.7%, 6.7%, -1.4%, -3.2%, 5.8%, 0.6%, -1.1, -2.8
